S100A4 MyoIIA = inhibitors of human S100A4 binding to myosin IIA peptide; P26447; S100A4/TAMRA-MyoIIA peptide fluorescence polarization; inhibition, % at 10.7 µM; actives 0.14% (n = 360,000); AID 652163;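 active = mean inhibition of at least 70% across replicates, with every replicate also reaching that level; inconclusive = mean inhibition reaches 70% but some replicates fall short; inactive = mean inhibition below 70%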
Target sequence (P26447 whole entry, looked up): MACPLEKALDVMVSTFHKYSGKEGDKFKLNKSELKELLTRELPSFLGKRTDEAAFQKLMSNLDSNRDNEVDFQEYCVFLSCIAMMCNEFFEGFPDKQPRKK
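Material: S100A4 monomer protein | Medium: HEPES pH 7.2 with CaCl2, KCl, NaCl, DTT, Triton | Reagent: Labelled myosin peptide probe, 5 nM | Doses: One dose per compound | Times: 5 min incubation before reading | Benchmarks: Neutral control DMSO, positive control TFP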
DENV2 CPE rescue = DENV2-induced cell death inhibition. DENV2-infected cells, cytopathic effect rescue, plate reader. CPE inhibition, % at 9.99 µM. actives 1.7% (n = 350,000); in the data active = CPE inhibition above about 20%, passing the limit was not always enough; inconclusive = no clear call, values can overlap the other calls; tested in BHK-21 cells;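 note: 0% = median of neutral control wells and 100% = median of positive control wells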
SIRT5 block = sirtuin-5 (human) deacylase inhibition; Purified SirT5, succinyl-peptide AMC, trypsin-coupled fluorescence; inhibition, % at 15 µM; actives 1.1% (n = 330,000); AID 652115; in the data active = inhibition above about 15%; inconclusive = no clear call, values can overlap the other calls
ERp5 block = ERp5 (human) disulfide isomerase inhibition; ERp5 insulin aggregation, absorbance 650 nm, 90 min; inhibition, % at 9.99 µM; actives 0.05% (n = 350,000); AID 651711;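 active = mean replicate inhibition above about 25%, with every replicate also reaching it, limit read from the data, passing the limit was not always enough; inconclusive = only one of those two criteria met; inactive = neither criterion met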
Statin myotox sup = suppressors of simvastatin-induced myotoxicity in C2C12 myotubes. ATP luminescence, 48 h; scaled: DMSO 0, geranylgeraniol control 100. rescue of ATP level, % at 7.49 µM. actives 0.78% (n = 330,000);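 active = mean ATP rescue above about 67%, or every replicate alone reaching that limit, limit read from the data, passing the limit was not always enough; inconclusive = no clear call, values can overlap the other calls; inactive = mean under the limit and some replicate under it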;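 note: myotubes were challenged with 10 µM simvastatin during compound exposure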
PglD DTNB = blocks C. jejuni PglD acetyltransferase activity | purified PglD enzyme, DTNB colorimetric CoA detection | inhibition, % at 12.5 µM | actives 0.098% (n = 360,000) | AID 602405; in the data active = inhibition above about 16%, passing the limit was not always enough; inconclusive = no clear call, values can overlap the other calls; note: strong numbers were not always called active
E-sel inducer = E-selectin induction on HUVECs | AID 686992 | actives 0.37% (n = 260,000) | activation, % at 7.58 µM | HUVEC E-selectin immunofluorescence imaging; normalized: neutral wells 0, TNF-alpha wells 100 | P16581;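 active = mean E-selectin-positive cell signal at least 10% of the positive control, reached in at least 60% of replicates, without over 20% cell loss; inconclusive = no rule given, readout overlaps actives, possibly toxicity-flagged; inactive = the rest, including those meeting only one limit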;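 note: in these data hits start at about 27%; measured in HUVEC primary endothelial cells; signal is the percent of cells scored E-selectin positive by PE staining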
Target sequence (P16581 whole entry, looked up): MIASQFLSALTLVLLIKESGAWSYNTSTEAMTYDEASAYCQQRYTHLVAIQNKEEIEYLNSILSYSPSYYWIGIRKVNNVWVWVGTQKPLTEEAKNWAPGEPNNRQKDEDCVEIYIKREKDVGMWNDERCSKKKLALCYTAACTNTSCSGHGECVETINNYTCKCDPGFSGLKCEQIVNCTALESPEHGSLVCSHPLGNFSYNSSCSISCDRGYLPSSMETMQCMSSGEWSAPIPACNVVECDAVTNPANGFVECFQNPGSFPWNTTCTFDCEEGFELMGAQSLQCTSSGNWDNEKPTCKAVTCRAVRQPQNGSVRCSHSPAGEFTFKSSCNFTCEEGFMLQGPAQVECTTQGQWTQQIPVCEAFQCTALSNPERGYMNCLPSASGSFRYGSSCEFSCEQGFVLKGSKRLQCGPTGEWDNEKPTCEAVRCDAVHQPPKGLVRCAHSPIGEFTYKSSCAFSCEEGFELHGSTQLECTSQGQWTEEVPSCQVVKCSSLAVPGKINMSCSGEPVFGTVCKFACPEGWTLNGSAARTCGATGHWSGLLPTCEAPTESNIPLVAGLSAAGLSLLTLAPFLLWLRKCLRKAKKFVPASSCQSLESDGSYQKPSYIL
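Assay system: HUVEC primary endothelial cells. Input: 3,000 HUVEC seeded per well. Doses: one compound dose added by pin transfer. Read-out basis: % PE-positive cells. Benchmarks: TNF-alpha high, DMSO low. Detection: immunofluorescence imaging. Buffer or medium: EGM-2, gelatin.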
Starred values were filed as active, the others as inactive; ? = inconclusive; · = not tested or not shown.

structure,S100A4 MyoIIA,DENV2 CPE rescue,SIRT5 block,ERp5 block,Statin myotox sup,PglD DTNB,E-sel inducer
C#CCOCCOCCOCCNc1nc(N2CCN(C(=O)[C@H](CC(N)=O)n3cc([C@@H](N)C(C)C)nn3)CC2)nc(N2CCN(C(=O)[C@H](CC(N)=O)n3cc([C@@H](N)C(C)C)nn3)CC2)n1,7,-17,-2,4,4,2,0.0
CCC(=O)NCC(c1ccco1)N1CCN(c2ccc(OC)cc2)CC1 (stereo not given),0,-4,0,-1,·,·,·
C[C@@H](NC(=O)C[C@H]1C[C@@H]2c3cc(NC(=O)Nc4ccccc4F)ccc3O[C@@H]2[C@@H](CO)O1)c1ccccc1,3,4,2,6,1,0,-0.2
CC(=O)NC1C(Oc2cccc(C)c2)OC2COC(c3ccco3)OC2C1O (stereo not given),4,7,11,3,·,·,·
Cc1c(C)c(C)c(C(=O)CCc2cccc(NC(=O)CCC(=O)O)c2)c(C)c1C,-6,-5,-3,2,1,-2,·
O=C(NC12CC3CC(CC(C3)C1)C2)c1ccccc1O,·,·,·,·,-25,1,0.0
COc1ccc(S(=O)(=O)N2CCCN(CC(=O)Nc3ccc(NC(C)=O)cc3)CC2)cc1,-5,2,-10,-7,-9,-4,·
Cc1ccc2oc(=O)c3cc(C(=O)NCCCN4CCc5ccccc5C4)sc3c2c1,23,-15,·,-2,3,0,·
COc1ccc(Br)cc1/C=C/C(=O)NCC(=O)O,2,-1,-1,8,·,·,2.5
C[C@H]1CN([C@@H](C)CO)C(=O)c2cc(NC(=O)Nc3ccccc3)ccc2O[C@@H]1CN(C)S(=O)(=O)c1ccc(F)cc1,6,17,0,-1,-9,1,0.1
Cc1c(Cl)cccc1NC(=O)CNC(=O)Cc1c[nH]c2ccccc12,0,-2,-1,-3,13,-1,0.1
C[C@@H]1CCCCO[C@@H](CN(C)C(=O)NC2CCCCC2)[C@@H](C)CN([C@@H](C)CO)C(=O)c2cc(NS(=O)(=O)c3ccc(F)cc3)ccc2O1,-9,5,2,3,·,1,·
O=C(O)c1cccc2cccc(-c3c4ccc(=O)c(O)c-4oc4c(O)c(O)ccc34)c12,4,6,37*,4,·,·,0.4
CO[C@H]1CN(C)C(=O)c2ccc(NC(=O)c3cnccn3)cc2OC[C@@H](C)N(C)C[C@@H]1C,·,·,·,·,-6,1,0.1
CCc1ccccc1NC(=O)C1CC(c2ccc(OC)cc2)=NO1 (stereo not given),0,5,3,2,1,10,-0.1
CCN(c1ccc2c(c1)OCO2)S(=O)(=O)c1cc2c(cc1Br)CCN2C(=O)C1CC1,4,-1,-2,6,·,·,0.0
O=C(C[C@H]1C[C@H]2c3cc(NC(=O)CC4CC4)ccc3O[C@H]2[C@H](CO)O1)NCc1ccccc1,7,11,1,6,-1,2,-0.3
C[C@H]1CN([C@@H](C)CO)C(=O)Cc2cc(NS(=O)(=O)c3ccccc3)ccc2O[C@@H]1CN(C)Cc1ccncc1,6,-3,-3,3,-8,4,-21
CCN1CCN(CCCNC(=O)c2ccc(NC(=O)C3=CSCCO3)cc2)CC1,-2,-2,-3,-13,12,-3,·
Cc1ccc(N(Cc2ccccc2)C(=O)CN2C(=O)NC3(CCCC3)C2=O)cc1,1,1,1,6,14,-1,0.1
COC(=O)[C@H]1C[C@@]2(O)CN(S(=O)(=O)c3ccc(C)cc3)C[C@@]2(OC(=O)NCc2ccccc2F)C[C@H]1C(=O)OC,14,-3,2,2,6,-1,0.0
COc1cccc(/C=N/NC(=O)Cn2nc([N+](=O)[O-])cc2C)c1,1,2,0,-1,·,·,4.4
Cc1nc(Sc2nnnn2-c2ccccc2)c(C#N)c(C)c1C,0,5,-2,-8,-9,2,-0.8
CCOc1ncccc1C(=O)N1CCN(S(=O)(=O)c2ccc(Br)cc2Cl)CC1,-1,-1,-2,-5,·,·,-1.0
C[C@H](CO)N1C[C@H](C)[C@H](CN(C)CC2CCOCC2)Oc2ncc(C#C[C@@H](C)O)cc2C1=O,9,-2,-1,0,4,-5,-0.8
Cc1cc(C)nc(NC(=O)/C=C/c2cccs2)c1,-4,-5,0,4,-12,-1,·
COc1ccc(NC(=O)Nc2cccc3c2O[C@H](CN(C)Cc2ccc(C(=O)O)cc2)[C@@H](C)CN([C@H](C)CO)C3=O)cc1,4,9,6,0,-10,-4,-0.1
COc1ccc(S(=O)(=O)Nc2ccc3c(c2)C(=O)N(C)C[C@H](OC)[C@H](C)CN[C@@H](C)CO3)cc1,5,8,1,-4,1,15,-0.1
C[C@@H]1CN([C@H](C)CO)C(=O)c2cccc(NC(=O)Nc3ccccc3)c2O[C@H]1CN(C)S(=O)(=O)c1ccc(F)cc1,8,-24,0,-2,3,-4,0.1
C[C@@H]1CCCCO[C@@H](CN(C)C(=O)Nc2cccc3ccccc23)[C@@H](C)CN([C@H](C)CO)C(=O)c2cc(NC(=O)C3CCCCC3)ccc2O1,9,-1,3,2,·,3,0.3
CCN(CCCNC(=O)CSc1cc(=O)n(C)c2cc(Cl)ccc12)Cc1ccccc1,-3,-2,-6,1,·,·,·
O=C1CSC(c2cccc(F)c2)N1c1ccccc1 (stereo not given),-4,-5,-5,4,10,-7,-0.1
COc1cc(C(=O)NCC(=O)Nc2c(C)cccc2C)ccc1OCC(=O)N1CCOCC1,-3,-3,0,-5,-3,0,0.2
CCC(C)N(C(=O)COc1ccc(NC(C)=O)cc1)C1CCS(=O)(=O)C1 (stereo not given),5,3,1,9,·,·,0.3
COc1cccc(-c2ccc3c(c2)[C@@H]2[C@@H](CCN2C(=O)C2CC2)[C@H](CO)N3)c1,18,-2,-7,-3,·,·,0.2
C[C@@H]1CCCCO[C@H](CN(C)C(=O)NC2CCCCC2)[C@@H](C)CN([C@H](C)CO)C(=O)c2cc(NC(=O)Nc3cccc4ccccc34)ccc2O1,-5,6,4,0,-14,2,0.1
C[C@H]1CN([C@@H](C)CO)C(=O)Cc2cc(NC(=O)Nc3cccc4ccccc34)ccc2O[C@@H]1CN(C)C(=O)Nc1cccc2ccccc12,-4,20,5,0,43,-2,0.7
COC(=O)/C(=C/c1ccco1)NC(=O)c1ccccc1,-3,-1,3,-1,·,·,0.0
COc1ccc(CCNCCN2CCOCC2)cc1,-1,8,0,1,2,-2,·
COCC(=O)Nc1ccc2c(c1)[C@H]1C[C@H](CC(=O)NCC3CC3)O[C@@H](CO)[C@H]1O2,1,3,3,2,5,-1,-0.6
COC(=O)C1=C(N)OC2=C(C(=O)CCC2)C1c1ccc2c(c1)OCO2 (stereo not given),1,2,-4,-2,17,-2,·
CC1CC(C)(C)CC2(C1)NC(=O)N(CC(=O)NCCc1ccc3c(c1)OCCO3)C2=O (stereo not given),5,-1,-8,7,·,·,·
CCCNC(=O)C[C@@H]1CC[C@H]2[C@@H](COc3ccc(NC(=O)Cc4cccs4)cc3C(=O)N2C)O1,·,2,·,·,-14,-4,-0.1
COc1ccc(C2=NC(CO)(CO)CO2)cc1,-2,-4,4,3,·,·,1.8
CC1=CC(=O)C(C(C)C)=CC1=NC(=O)c1ccc(C)cc1,-3,-1,5,-11,·,·,1.4
O=C(N[C@H]1CC[C@H](CCNS(=O)(=O)c2ccc(Cl)cc2)O[C@@H]1CO)c1ccccn1,28,?,2,-5,-1,-3,0.9
O=C(NCC(F)(F)F)[C@H]1[C@H](CO)[C@H]2Cn3c(cccc3=O)[C@@H]1N2C(=O)C1CC1,36,4,3,1,26,-1,0.0
O=C(NCCC1CCCCN1S(=O)(=O)c1ccccc1)C(=O)NCc1ccncc1 (stereo not given),-2,-15,-1,0,-9,0,-0.2
COc1ccc(CCN(C)C2CCCN(S(=O)(=O)C(C)C)C2)cc1OC (stereo not given),9,-1,-10,-8,-12,-8,·
COCc1cn(CC[C@@H]2CC[C@@H](NC(=O)Cc3cccnc3)[C@@H](CO)O2)nn1,-23,-5,-4,2,0,2,0.0
COc1ccc(S(=O)(=O)N[C@H]2C=C[C@@H](CC(=O)NCc3ccccc3F)O[C@H]2CO)cc1,0,1,4,3,-1,1,-0.1
C[C@@H](O)C#Cc1cnc2c(c1)C(=O)N([C@@H](C)CO)C[C@H](C)[C@@H](CN(C)CC1CCCCC1)O2,5,7,-4,13,-4,1,?
COc1cc(NC(=O)c2ccccc2)c(OC)cc1NC(=O)CSc1[nH]c(=O)cc(C)c1C#N,2,7,-2,-3,-31,4,·
O=C(Nc1cccc(-c2cnc3ccccc3n2)c1)C1CC(=O)N(c2ccccc2)C1 (stereo not given),2,-2,1,-3,·,·,0.6
Cc1c(NC(=O)C(C)OC(=O)COc2ccccc2)c(=O)n(-c2ccccc2)n1C (stereo not given),3,·,-1,7,·,·,·
C[C@H](CO)N1C[C@H](C)[C@@H](CN(C)Cc2ccc(-c3ccccc3)cc2)Oc2ccc(NS(=O)(=O)c3ccc(Cl)cc3)cc2C1=O,-11,8,-3,-3,·,2,0.3

More structures.
structure,S100A4 MyoIIA,DENV2 CPE rescue,SIRT5 block,ERp5 block,Statin myotox sup,PglD DTNB,E-sel inducer
COc1cccc(CNC(=O)CCC2CCCN(c3cc(C)nc(N(C)C)n3)C2)c1 (stereo not given),-12,5,2,-4,-1,2,·
O=C(NNC(=O)c1ccccc1F)c1cccs1,-4,-4,1,1,-6,2,-0.2
CCCNC(=O)[C@H]1[C@H](CO)[C@H]2Cn3c(cccc3=O)[C@@H]1N2Cc1cccc(Cl)c1,-2,-11,5,-4,-5,3,0.0
CCOc1ccccc1N(C)C(=O)CCS(=O)(=O)c1ccc2c(c1)NC(=O)C(C)S2 (stereo not given),0,-6,-1,1,-6,-1,-0.1
CC(=O)Nc1ccc(NS(=O)(=O)c2cc(-c3n[nH]c(=O)c4ccccc34)ccc2C)cc1,-3,1,-2,1,·,1,·
O=C(Nc1ccccc1)Nc1nnc(Cc2ccccc2F)s1,-3,?,0,4,-2,2,0.1
Cc1ccc(NC(=O)C2=CC(c3ccc(C)cc3)=NS(=O)(=O)N2C)cc1,-3,-6,2,0,2,-3,-0.5

Bioassay records deposited in PubChem BioAssay by Broad Institute.

The list is partial. The share of hits here may be higher or lower than overall.
